# Screens: PubChem, Sanford-Burnham Center for Chemical Genomics
# tim10-1 inh: inhibits growth of tim10-1 mutant yeast; S. cerevisiae tim10-1 ts strain growth, BacTiter-Glo, 24 h; inhibition, % at 20 µM; 330,000 compounds, 2.2% hits;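 active = inhibition of at least 40%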;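 also: mutant grown at 25 °C; 0% = DMSO wells with yeast and 100% = wells holding no yeast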
# hIAP block: blocks human intestinal alkaline phosphatase; AID 2544; inhibition, % at 10 µM; P09923; purified IAP, CDP-Star luminescence, 30 min; 330,000 compounds, 0.12% hits;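 active = inhibition reaching a set limit with compound at 10 µM in the primary screen, cut at about 35% in these data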;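 also: plate controls were DMSO wells with enzyme for no effect and no-enzyme buffer wells for full effect; values of inactives mirror those of a sister screen read the other way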
# Target sequence (P09923 whole entry, looked up): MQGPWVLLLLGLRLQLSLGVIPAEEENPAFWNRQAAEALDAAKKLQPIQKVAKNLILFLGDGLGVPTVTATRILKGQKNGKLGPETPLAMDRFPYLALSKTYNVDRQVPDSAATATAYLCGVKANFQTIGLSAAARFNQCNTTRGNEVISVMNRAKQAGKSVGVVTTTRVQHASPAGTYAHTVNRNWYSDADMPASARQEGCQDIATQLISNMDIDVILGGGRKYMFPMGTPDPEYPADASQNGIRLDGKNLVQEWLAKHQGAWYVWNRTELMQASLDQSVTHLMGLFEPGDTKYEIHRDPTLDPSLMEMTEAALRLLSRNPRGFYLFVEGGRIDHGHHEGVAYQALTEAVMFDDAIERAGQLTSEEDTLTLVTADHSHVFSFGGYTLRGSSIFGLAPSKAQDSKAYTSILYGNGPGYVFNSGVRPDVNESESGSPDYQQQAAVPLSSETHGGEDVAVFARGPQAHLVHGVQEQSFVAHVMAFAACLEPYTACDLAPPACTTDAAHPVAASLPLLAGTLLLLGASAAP
# ATG4B inh: inhibitors of human ATG4B cysteine protease; Q9Y4P1; ATG4B cleavage of LC3-PLA2, NBD-HPC fluorescence, 1 h; inhibition, % at 8.33 µM; 340,000 compounds, 0.51% hits; in the data active = inhibition above about 40%
# Target sequence (Q9Y4P1 whole entry, looked up): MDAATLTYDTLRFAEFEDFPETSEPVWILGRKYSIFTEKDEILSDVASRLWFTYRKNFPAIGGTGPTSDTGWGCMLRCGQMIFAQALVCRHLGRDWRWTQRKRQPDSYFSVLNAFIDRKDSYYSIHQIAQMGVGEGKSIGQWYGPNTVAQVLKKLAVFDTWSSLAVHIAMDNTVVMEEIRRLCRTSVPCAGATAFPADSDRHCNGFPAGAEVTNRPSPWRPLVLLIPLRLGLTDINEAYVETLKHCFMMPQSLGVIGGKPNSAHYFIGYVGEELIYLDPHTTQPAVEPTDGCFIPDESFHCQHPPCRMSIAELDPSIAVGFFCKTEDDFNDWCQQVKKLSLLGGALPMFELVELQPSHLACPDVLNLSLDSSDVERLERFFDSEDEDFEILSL
# TIM10 inh: inhibits growth of TIM10 yeast strain. S. cerevisiae TIM10 strain growth, BacTiter-Glo luminescence, 24 h. inhibition, % at 10 µM. 330,000 compounds, 1.4% hits;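 active = inhibition of 40% or more at the single tested concentration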;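 also: wild-type TIM10 isogenic control strain grown at permissive 25 °C; 0% = DMSO yeast wells and 100% = minimal medium wells without yeast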
# NALP3 yeast inh: blocks the NALP3 inflammasome reconstituted in yeast; Yeast reconstituted NLRP3/ASC/caspase-1, beta-gal luminescence, 24 h; inhibition, % at 10 µM; 330,000 compounds, 0.39% hits;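 active = inhibition of 50% or more; inactive = inhibition below 50%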;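 also: plate controls were induced DMSO wells for no effect and uninduced yeast grown without galactose for full effect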
# mIAP activ: increases mouse intestinal alkaline phosphatase activity. muIAP, CDP-Star luminescence, 30 min; active compounds read high; 1 = vehicle-only enzyme signal, 0 = enzyme-free wells. AID 2805. activation factor at 10 µM. 330,000 compounds, 0.24% hits;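 active = activation factor of at least 2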; also: the source names both 10 and 20 µM as test concentration; values of inactives mirror those of a sister screen read the other way
#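 System: Mouse IAP enzyme | Also added: CDP-Star substrate | Dosing: Compounds dispensed in DMSO | Schedule: 30 min enzyme-substrate-compound incubation at room temperature | Technique: Chemiluminescence readout | Control set: DMSO-only wells and no-enzyme negative control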
# Apaf1 inhib: inhibitors of human Apaf-1 apoptosome | O14727 | reconstituted apoptosome caspase-3 activity, DEVD-Rh110 fluorescence | inhibition, % at 20 µM | 330,000 compounds, 0.71% hits | AID 489030; active = inhibition of at least 40% at 20 µM;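 also: plate controls were DMSO wells for no effect and DEVD-CHO caspase inhibitor wells for full effect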
#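 detection = Rh110 fluorescence intensity | test system = biochemical Apaf-1 apoptosome reconstitution | also added = cytochrome c and DEVD-Rh110 substrate | schedule = 30 min plus 50 min, RT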
# hIAP act: increases human intestinal alkaline phosphatase activity; P09923; purified human IAP, CDP-Star luminescence, 30 min; active compounds read high; 1 = vehicle-only enzyme, 0 = enzyme-free background; activation factor at 10 µM; 330,000 compounds, 0.16% hits; AID 2524;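 active = activation factor of the enzyme at least 2-fold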; also: the source names both 10 and 20 µM as test concentration; values of inactives mirror those of a sister screen read the other way
# mIAP block: mouse IAP inhibition. 330,000 compounds, 0.2% hits. purified mouse IAP, CDP-Star luminescence, 30 min. inhibition, % at 10 µM;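 active = inhibition of at least 40% at 10 µM in the primary screen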;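 also: plate controls were DMSO with enzyme for no effect and no enzyme wells for full effect; values of inactives mirror those of a sister screen read the other way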
# The depositor's hits bear a star; · = no result given.
1: CCOC(=O)c1ccc(NC(=O)c2c(N)n(C)c(=O)n(C)c2=O)cc1
2: O=C(Nc1ccc(NC(=O)c2ccc([N+](=O)[O-])o2)cc1Cl)c1ccco1
3: COc1ccccc1NC(=O)CSc1nc2n[nH]c(C)c2c(=N)n1-c1ccccc1Cl
4: COc1cccc(NC(=O)CN(C)C(=O)c2cc(-c3ccccc3)nc3ccccc23)c1
5: CC(=O)Nc1ccc(S(=O)(=O)NC(C)C(=O)NCC(c2ccco2)N(C)C)cc1 (centres undefined)

screen / no.	1	2	3	4	5
tim10-1 inh	-26	-6	25	-9	-10
hIAP block	3	12	5	3	-10
ATG4B inh	2	1	-51	-7	2
TIM10 inh	-5	26	30	11	-15
NALP3 yeast inh	38	12	7	11	9
mIAP activ	0.98	0.99	0.91	0.95	0.99
Apaf1 inhib	-5	-3	-3	20	-1
hIAP act	0.97	0.88	0.95	0.97	1.1
mIAP block	2	1	9	4	1

# Entries from the list above that contain four or more nitrogen atoms (3):
1: CCOC(=O)c1ccc(NC(=O)c2c(N)n(C)c(=O)n(C)c2=O)cc1
3: COc1ccccc1NC(=O)CSc1nc2n[nH]c(C)c2c(=N)n1-c1ccccc1Cl
5: CC(=O)Nc1ccc(S(=O)(=O)NC(C)C(=O)NCC(c2ccco2)N(C)C)cc1 (centres undefined)

screen / no.	1	3	5
tim10-1 inh	-26	25	-10
hIAP block	3	5	-10
ATG4B inh	2	-51	2
TIM10 inh	-5	30	-15
NALP3 yeast inh	38	7	9
mIAP activ	0.98	0.91	0.99
Apaf1 inhib	-5	-3	-1
hIAP act	0.97	0.95	1.1
mIAP block	2	9	1

# Next part.
6: Cc1ccccc1OCC(=O)NNC(=O)CCN1C(=O)c2ccccc2C1=O
7: COc1ccccc1CN1CCCC(N2CCN(c3ccc(F)cc3)CC2)C1 (centres undefined)
8: C[C@@H]1NS(=O)(=O)[C@H]2C[C@@H]3C=C[C@]2(O3)[C@H]1OC(=O)Nc1ccc(C(F)(F)F)cc1[N+](=O)[O-]
9: COc1ccc(-n2nnnc2SCC(=O)NC2CCS(=O)(=O)C2)cc1 (centres undefined)
10: O=C(NC1CCS(=O)(=O)C1)Oc1ccccc1 (centres undefined)

screen / no.	6	7	8	9	10
tim10-1 inh	19	-2	17	6	-7
hIAP block	-27	12	15	-3	2
ATG4B inh	-10	5	-4	2	-8
TIM10 inh	-5	-3	4	0	5
NALP3 yeast inh	10	13	14	-8	-2
mIAP activ	0.96	1.1	0.97	1	0.91
Apaf1 inhib	2	-3	-10	-9	51*
hIAP act	1.3	0.88	0.85	1	0.98
mIAP block	4	-7	3	-4	9

11: CN(C)c1ccc(C2NCCS2)cc1 (centres undefined)
12: CCOC(=O)Cc1csc(NC(=O)CN2CCOCC2)n1
13: CCN(CC(=O)Nc1ccc2c(c1)OCCO2)C(=O)COc1cc(C)ccc1Cl
14: CN(c1ccccc1)S(=O)(=O)c1cccc(C(=O)OCC(=O)Nc2ccc3[nH]c(=O)[nH]c3c2)c1
15: COc1ccc(C(=O)Nc2cc(OC)ccc2OC)cc1

screen / no.	11	12	13	14	15
tim10-1 inh	16	-9	5	-8	2
hIAP block	3	-11	-6	-8	-11
ATG4B inh	-7	-3	2	-9	-1
TIM10 inh	-2	2	-8	-13	8
NALP3 yeast inh	22	0	-3	13	17
mIAP activ	1	0.98	0.84	1	0.94
Apaf1 inhib	-4	-5	16	6	-4
hIAP act	0.97	1.1	1.1	1.1	1.1
mIAP block	-4	2	16	-1	6

16: O=C1CC(c2ccccc2)C(C(=O)Nc2ccccc2F)N1 (centres undefined)
17: COc1ccc(CNC(=O)CCN2C(=O)c3ccccc3C2=O)cc1
18: CC(=O)N/C(=C\c1ccc(Cl)cc1)C(=O)O
19: CCCC(=O)N1CC(=O)Nc2ccc(C)cc2C1c1ccc(F)cc1 (centres undefined)
20: Cc1cc(C(=O)Nc2ccc(N3CCOCC3)c(Cl)c2)c(C)o1

screen / no.	16	17	18	19	20
tim10-1 inh	-4	3	-7	-7	14
hIAP block	0	-2	-28	20	-2
ATG4B inh	5	3	-9	2	6
TIM10 inh	0	8	-13	3	17
NALP3 yeast inh	13	6	5	2	30
mIAP activ	0.94	0.93	1	1.1	1.1
Apaf1 inhib	-5	-2	-3	4	-8
hIAP act	1	1	1.3	0.8	1
mIAP block	6	7	0	-14	-8

21: COc1cc(Cl)c(C)cc1NC(=O)CSc1nnc(CCC(=O)O)c(=O)[nH]1
22: COc1ccc(C2C(C(=O)NCc3ccco3)c3ccccc3C(=O)N2C)cc1 (centres undefined)
23: Cc1ccc(C(=O)C=CNNC(=O)c2ccccc2)cc1
24: O=C(Nc1ccc2c(c1)OCCO2)C1CCCN(S(=O)(=O)Cc2ccccc2)C1 (centres undefined)
25: Cc1ccc(Cl)cc1N1CCN(Cc2nc3c(c(=O)[nH]c(=O)n3C)n2Cc2ccccc2F)CC1

screen / no.	21	22	23	24	25
tim10-1 inh	3	12	-1	9	30
hIAP block	-14	4	-24	9	-36
ATG4B inh	0	-3	-3	-11	-1
TIM10 inh	14	5	12	24	3
NALP3 yeast inh	-1	10	20	7	18
mIAP activ	0.92	0.98	1.1	1	0.99
Apaf1 inhib	-7	-2	5	4	37
hIAP act	1.1	0.96	1.2	0.91	1.4
mIAP block	8	2	-6	-1	1

# 3 entries from above, with values under each structure:
# Order of values: tim10-1 inh, hIAP block, ATG4B inh, TIM10 inh, NALP3 yeast inh, mIAP activ, Apaf1 inhib, hIAP act, mIAP block
[21] COc1cc(Cl)c(C)cc1NC(=O)CSc1nnc(CCC(=O)O)c(=O)[nH]1
    3, -14, 0, 14, -1, 0.92, -7, 1.1, 8
[22] COc1ccc(C2C(C(=O)NCc3ccco3)c3ccccc3C(=O)N2C)cc1 (centres undefined)
    12, 4, -3, 5, 10, 0.98, -2, 0.96, 2
[23] Cc1ccc(C(=O)C=CNNC(=O)c2ccccc2)cc1
    -1, -24, -3, 12, 20, 1.1, 5, 1.2, -6

# The listing continues.
26: C#CCOCCOCCOCCNc1nc(N2CCOCC2)nc(N2CCN(C(=O)[C@H](C)n3cc(CCCN=C(N)N)nn3)CC2)n1
27: COc1ccc(C2CC(c3ccc(Cl)cc3Cl)Nc3nc(N)nn32)cc1 (centres undefined)
28: Cc1ccc(/C=N/N(C)C2=NS(=O)(=O)c3ccccc32)o1
29: O=C(CCSc1nnc2scc(-c3ccccc3)n12)Nc1nc(-c2ccccc2)ns1
30: CC(=O)c1cc2c(cc1NC(=O)CN1CCCCCC1)OCO2

screen / no.	26	27	28	29	30
tim10-1 inh	-9	15	-1	21	14
hIAP block	-20	-12	-7	8	15
ATG4B inh	1	3	·	2	-7
TIM10 inh	0	8	-7	-5	10
NALP3 yeast inh	3	8	0	1	-11
mIAP activ	0.96	0.9	0.96	0.98	1.1
Apaf1 inhib	-7	4	-5	30	8
hIAP act	1.2	1.1	1.1	0.92	0.85
mIAP block	4	10	4	2	-12

31: COc1ccccc1N1C(=O)C2CC(C)=C(C)CC2C1=O (centres undefined)
32: Cc1c(Cl)cccc1S(=O)(=O)Nc1ccnn1C
33: COc1ccccc1OCC(=O)N/N=C1\CCCCc2ccccc21
34: COc1cccc(N(C(=O)c2snc(C(N)=O)c2N)C(C(=O)NCC2CCCO2)c2c[nH]c3ccccc23)c1 (centres undefined)
35: O=C(O)CCCc1nc(-c2ccccc2)no1

screen / no.	31	32	33	34	35
tim10-1 inh	-4	-6	13	16	7
hIAP block	-10	4	-5	4	-1
ATG4B inh	2	0	8	4	4
TIM10 inh	-12	-6	-8	-3	-3
NALP3 yeast inh	4	-5	-1	11	6
mIAP activ	1.1	1.1	1	1	0.99
Apaf1 inhib	5	-7	-1	10	-6
hIAP act	1.1	0.96	1.1	0.96	1
mIAP block	-11	-13	-4	0	1

36: O=C(NCC(=O)N(CC1CCCO1)C(C(=O)NC1CCCC1)c1cccnc1)c1ccco1 (centres undefined)
37: COc1ccc(CCN(C)C(=O)c2cc(-c3ccc(C)cc3)nc3ccccc23)cc1OC
38: Cc1ccc(-c2nc3cccnc3s2)cc1NS(C)(=O)=O
39: COc1ccc(N2CC(C(=O)Nc3ccncc3)CC2=O)cc1 (centres undefined)
40: CCC(C(=O)Nc1nc(C)c(C(=O)OC)s1)c1ccccc1 (centres undefined)

screen / no.	36	37	38	39	40
tim10-1 inh	10	-19	44*	0	43*
hIAP block	-18	-31	0	-1	-4
ATG4B inh	16	-3	9	-1	-6
TIM10 inh	2	-29	2	-18	20
NALP3 yeast inh	-2	6	7	1	14
mIAP activ	1.1	1	1	0.97	1
Apaf1 inhib	-5	32	11	3	-6
hIAP act	1.2	1.3	1	1	1
mIAP block	-13	-3	-1	3	-1

41: COc1cccc(NC(=O)c2ocnc2C)c1
42: O=C(NCCCN1CCCC1=O)[C@H](CSCc1ccccc1)N1Cc2ccccc2C1=O
43: Cc1ccc2c(c1)N(C(=O)CCC(=O)NCCCN1CCN(C)CC1)CC(C)O2 (centres undefined)
44: CCOC(=O)C1CCCN(S(=O)(=O)c2ccc3ccccc3c2)C1 (centres undefined)
45: O=C(OCc1nnc(-c2ccccc2)o1)c1ccco1

screen / no.	41	42	43	44	45
tim10-1 inh	9	8	-7	22	41*
hIAP block	5	-7	11	-13	7
ATG4B inh	-5	1	-3	17	-6
TIM10 inh	0	2	-1	2	15
NALP3 yeast inh	15	7	-1	27	7
mIAP activ	0.98	0.93	0.98	0.96	1
Apaf1 inhib	-8	4	6	25	6
hIAP act	0.95	1.1	0.89	1.1	0.93
mIAP block	2	7	2	4	-2

46: N#C/C(C(=O)NCc1ccccc1)=C1/N=C(NC(=O)c2ccco2)c2ccccc21
47: O=C1Nc2ccccc2/C1=N\N1CCOCC1
48: O=C(NCCc1ccccn1)c1cc(-c2ccccc2Cl)nc2ccccc12
49: CCCCCCCNC(=O)COc1ccc2c(c1)C(=O)CC(C)(C)O2
50: CCOC(=O)Nc1nc2ccccc2s1

screen / no.	46	47	48	49	50
tim10-1 inh	-4	-24	21	28	17
hIAP block	9	22	5	9	-18
ATG4B inh	-1	5	-13	7	1
TIM10 inh	10	-7	23	28	1
NALP3 yeast inh	12	7	8	12	25
mIAP activ	0.97	0.92	0.94	1	0.99
Apaf1 inhib	11	-2	0	16	-2
hIAP act	0.91	0.79	0.95	0.91	1.2
mIAP block	3	8	6	-1	0

# Next part; the last four above are carried over.
47: O=C1Nc2ccccc2/C1=N\N1CCOCC1
48: O=C(NCCc1ccccn1)c1cc(-c2ccccc2Cl)nc2ccccc12
49: CCCCCCCNC(=O)COc1ccc2c(c1)C(=O)CC(C)(C)O2
50: CCOC(=O)Nc1nc2ccccc2s1
51: O=S(=O)(c1cccc2cccnc12)n1cnc2ccccc21
52: Cc1cccc(OCC(=O)NNC(=O)C2CCN(c3ncnc4sc(C)c(C)c34)CC2)c1
53: COc1ccc(OCCSc2nnc(CCNC(=O)c3ccc(Cl)c(Cl)c3)n2C)cc1
54: CC(=O)c1ccc(NC(=O)c2ccc(-n3cnnn3)cc2)cc1
55: Fc1ccc(CSc2ncnc3nc[nH]c23)cc1

screen / no.	47	48	49	50	51	52	53	54	55
tim10-1 inh	-24	21	28	17	-6	6	22	-26	11
hIAP block	22	5	9	-18	7	-63	3	-8	-16
ATG4B inh	5	-13	7	1	-6	-9	-2	4	-2
TIM10 inh	-7	23	28	1	-3	14	33	-16	-27
NALP3 yeast inh	7	8	12	25	9	23	3	0	6
mIAP activ	0.92	0.94	1	0.99	0.96	1	0.98	1	0.93
Apaf1 inhib	-2	0	16	-2	4	1	11	-6	8
hIAP act	0.79	0.95	0.91	1.2	0.93	1.6	0.97	1.1	1.2
mIAP block	8	6	-1	0	4	-2	2	0	7
